# Screening data: PubChem BioAssay, National Center for Advancing Translational Sciences (NCATS)
# PLK1 PBD block: PLK1 (human) polo-box domain binding inhibition | P53350 | Plk1 PBD binding of FITC phosphopeptide, fluorescence polarization | Potency, µM, for the others: max response, negative = inhibition, hits mostly inhibitors | 360,000 compounds, 2.8% hits; further: potency means the concentration at half of the fitted maximal effect; series mostly up to about 57 µM; on the % scale 0 is the no-effect control and ±100 the full control effect; nearly all actives have a fitted effect of over 65% in size
# PI5P4Ka inh: PI5P4K alpha (human) kinase inhibition | max response, % | P48426 | 330,000 compounds, 1.2% hits | PI5P4Kalpha enzyme, ADP-Glo luminescence, 60 min; stronger effect = lower value; active means max response of -50% or lower; inconclusive means between -30% and -50%; inactive means -30% or higher; further: value at the top dose of about 77 µM; on the % scale 0 is the no-effect control and ±100 the full control effect
# Target sequence (P48426 whole entry, looked up): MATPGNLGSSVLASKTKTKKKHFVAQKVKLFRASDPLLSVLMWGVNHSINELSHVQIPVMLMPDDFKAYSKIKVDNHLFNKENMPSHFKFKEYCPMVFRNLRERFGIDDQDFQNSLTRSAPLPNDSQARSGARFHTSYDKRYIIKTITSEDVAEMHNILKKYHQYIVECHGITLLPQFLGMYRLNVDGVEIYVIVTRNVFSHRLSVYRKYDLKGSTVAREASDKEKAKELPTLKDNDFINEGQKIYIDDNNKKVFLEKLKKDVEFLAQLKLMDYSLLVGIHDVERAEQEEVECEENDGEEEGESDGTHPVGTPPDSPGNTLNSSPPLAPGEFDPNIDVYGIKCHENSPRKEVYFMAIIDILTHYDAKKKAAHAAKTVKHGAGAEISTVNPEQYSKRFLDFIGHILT
#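 PI5P4Kalpha ADP-Glo assay; 5 microM ATP final; 60 min RT reaction; HEPES pH 7.4/EGTA/CHAPS, 5% DMSO; controls lacking substrate or enzyme; luminescent end-point.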
# IL-2 act: activates IL-2 in a cell-based reporter assay; 360,000 compounds, 0.065% hits; AID 652025; IL-2 activation reporter assay, cell-based qHTS; stimulated with anti-CD3/CD4/CD28 beads; in transgenic mouse T cells; activation, % (series mostly up to about 46 µM); in the data active means activation above about 50%; inconclusive means mostly about 30% to 49%; further: 0% is about no effect
#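 Readout: EGFP and DsRed signals by fluorescent plate cytometry. Unstimulated transgenic mouse T cells received compound 60 min before antibody-bead stimulation, then incubated 18 h at 37 degrees C.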
# GLP1R cytotox: cytotoxicity counter-screen for GLP-1 receptor inverse agonists | 410,000 compounds, 0.13% hits | HEK293 cAMP-luciferase reporter cells, luminescence, 24 h | Potency, µM (series often up to 38.3 µM), for inactives: at the highest dose activity change, negative = inhibition, hits mostly inhibitors | AID 624418;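 further: loss of luciferase light is scored as toxicity; potency means the concentration at half of the fitted maximal effect; on the % scale 0 is the no-effect control and ±100 the full control effect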
#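 To flag toxic compounds, the library was rerun on cells for 24 hr at 37 deg C and 5% CO2. Viability-linked luminescence was captured 12 min after adding luciferase detection reagent.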
# GLP-1R agonist: agonists of human GLP-1 receptor; P43220; HEK293 GLP-1R CRE-luciferase, luminescence, 4-6 h; cells express a hypersensitive GLP-1R form; Potency, µM (doses to about 45.6 µM), inactives show at the top dose activation, most hits filed as activators; 380,000 compounds, 0.007% hits; further: potency means the concentration at half of the fitted maximal effect; % of control where 0% means no effect
# Target sequence (P43220 whole entry, looked up): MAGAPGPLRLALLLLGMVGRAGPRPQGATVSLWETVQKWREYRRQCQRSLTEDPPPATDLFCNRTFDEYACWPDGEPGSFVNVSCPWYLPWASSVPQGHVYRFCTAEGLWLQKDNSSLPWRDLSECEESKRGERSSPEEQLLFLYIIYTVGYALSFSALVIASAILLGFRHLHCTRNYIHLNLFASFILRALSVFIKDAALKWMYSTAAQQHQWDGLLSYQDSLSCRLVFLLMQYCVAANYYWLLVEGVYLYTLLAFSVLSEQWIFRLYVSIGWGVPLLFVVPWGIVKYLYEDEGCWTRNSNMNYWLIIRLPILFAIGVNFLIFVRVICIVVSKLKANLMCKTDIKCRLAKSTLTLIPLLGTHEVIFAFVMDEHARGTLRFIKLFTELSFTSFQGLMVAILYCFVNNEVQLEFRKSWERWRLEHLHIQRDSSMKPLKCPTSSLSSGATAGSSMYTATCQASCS
# GLP-1R inv ag: inverse agonists of human GLP-1 receptor | P43220 | HEK293 GLP-1R CRE-luciferase, luminescence, 24 h; GLP-1R form is constitutively active | Potency, µM (series often up to 38.3 µM), without a hit: top-dose activity change, negative = inhibition, hits mostly inhibitors | 410,000 compounds, 1.6% hits; further: potency means the concentration at half of the fitted maximal effect; on the % scale 0 is the no-effect control and ±100 the full control effect; nearly all actives have a fitted effect of over 55% in size
#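 Stable HEK293 clone (constitutively active GLP-1R + cAMP-response luciferase); 200 cells/uL plated, 12 h pre-culture, compound 24 hr, 37 deg C/5% CO2; detection reagent 12 min RT; luminescence.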
# EPAC1 antagonist: EPAC1 (human) antagonism. AID 720709. 360,000 compounds, 0.14% hits. EPAC1 GEF assay, Rap1b-BODIPY-GDP exchange fluorescence. Potency, µM (highest dose often 115 µM), for the others: top-dose activity change, negative = inhibition, usual class: inhibitors. O95398;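 further: potency means the concentration at half of the fitted maximal effect; plate controls were vehicle for no effect and positive control for full effect; nearly all actives have a fitted effect of over 50% in size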
# PTHR1 agonist: activates the human parathyroid hormone receptor PTHR1. HEK293 GP2 PTHR1 cells, GloSensor cAMP luminescence, 1 h. AID 743266. 410,000 compounds, 0.075% hits. Potency, µM (highest dose often 115 µM), for the others: top-dose activation, actives largely listed as activators; further: potency means the concentration at half of the fitted maximal effect; nearly all actives have a fitted effect of over 55% in size; some results filed as inactive show a strong effect at the top dose; inactives centre near -15; many of its hits are not listed in these tables
#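 HEK-293-derived GP2 cells expressing PTHR1 and a GloSensor cAMP reporter, 3,000/well, plated overnight, given luciferin plus IBMX (each 0.5 mM as added) for 1 h at 37 °C, then compound for 1 h at 37 °C. Luminescence was read after 15 min at room temperature.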
# EPAC1 ag: activates human EPAC1 exchange factor | EPAC1 agonist qHTS, biochemical assay; response scale: 100% = response to 6.5 mM cAMP | 360,000 compounds, 0.073% hits | O95398 | Potency, µM (doses to about 154 µM), for the others: top-dose activation, most hits filed as activators | AID 720707; further: potency means the concentration at half of the fitted maximal effect; nearly all actives have a fitted effect of over 60% in size
#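 Nucleotide exchange by EPAC1 (100 nM) on Rap1B–BODIPY-GDP (250 nM) in the presence of 50 uM GDP is tracked fluorescently at 480/540 nm over 30 min. Signals are normalized to a 6.5 mM cAMP control.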
# Numbers without * were called inactive; i = inactive; ? = inconclusive; / = not tested or not shown; [ ] = dose if it differs, or a comment. Unless noted, the call rests on the fitted dose curve; in most records, active means well fitted curve in the direction sought with a large enough effect; inconclusive means small, poorly fitted or top-dose-only effect, or another doubt; inactive means no such curve, though single readings can be large; an effect the other way counts as inactive or inconclusive.
SMILES,PLK1 PBD block,PI5P4Ka inh,IL-2 act,GLP1R cytotox,GLP-1R agonist,GLP-1R inv ag,EPAC1 antagonist,PTHR1 agonist,EPAC1 ag
O=C(O)c1cc([N+](=O)[O-])ccc1C(=O)Nc1ccccc1,-8%,/,-1.5,-3%,-2%,0%,-1%,?,11%
CCC(C)NC(=O)CNC(=S)N(Cc1ccccc1F)C1CCCCC1 (configuration not stated),-9%,2,-2.3,3%,8%,?,-12%,-16%,-9%
CC(OC(=O)COc1ccc(C#N)cc1)C(=O)c1ccccc1 (configuration not stated),-5%,4,1.3,10%,1%,8%,-11%,?,8%
O=C(Cc1c[nH]c2ccccc12)Nc1nnc(C2CC2)s1,-11%,-18,1.0,15%,10%,?,-20%,i,0%
CC(C)CCN=CC1=C(O)CC(c2ccccc2)CC1=O (configuration not stated),-6%,3,0.5,6%[7.66 µM],8%,-4%[7.66 µM],6%,i,10%
COc1ccc(CN(C)C(=O)C2CCN(S(=O)(=O)c3cccs3)CC2)cc1F,4%,0,1.2,-57%,8%,20%,14%,-39%[inhibitor],-3%
COc1ccccc1/C=C(\NC(=O)c1ccc(OC)c(OC)c1)C(=O)Nc1cc([N+](=O)[O-])ccc1C,-14%,1,0.4,-8%,-2%,4%,-5%,i,-8%
CCc1ccc(NC(=O)c2ccc3nc(N)sc3c2)cc1,-12%,-4,-1.9,-8%,12%,?,-11%,-14%,1%
c1cc(Nc2ncnc3sc4c(c23)CCC4)ccn1,-4%,0,0.1,-6%[0.307 µM],15%,1%[0.307 µM],-6%,i,10%
COc1ccc(C)cc1NC(=O)N1CCC(CO)(CC2CCCCO2)CC1 (configuration not stated),5%,-1,0.1,2%[7.66 µM],0%,6%[7.66 µM],10%,-18%,-5%
Cc1ccccc1C(=O)NCC(=O)OCCOc1ccc(C(C)C)c(C)c1,-9%,17,-1.9,4%,5%,-27%,?,-9%,16%
CCn1c(COc2cccc(C)c2)nnc1SCC(=O)Nc1cccc(C(=O)OC)c1,0%,-1,0.3,-14%,2%,?,-17%,-12%[57.5 µM],7%
O=c1cc(-c2ccccc2)[nH]c2[nH]n(-c3ccccc3)c(=O)c12,-5%,/,-0.4,4%,-7%,3%,0%,i,5%
O=C1Nc2ccccc2OC1CC(=O)N1CCOCC1 (configuration not stated),-18%,0,-1.5,0%,4%,9%,3%,-17%,-17%
Cc1cccc(NC(NC(=O)c2ccccc2[N+](=O)[O-])C(Cl)(Cl)Cl)c1 (configuration not stated),-8%,-2,-2.1,16%,-11%,?,-26%,-11%,-1%
O=C(N/N=C/c1ccc(F)c(F)c1)c1cc2c(s1)-c1ccccc1CC2,0%,5,2.9,9%,-3%,8%,4%,-4%,9%
CC1=C(C#N)C(=O)NC(=O)/C1=C/c1ccc(-c2ccc(S(N)(=O)=O)cc2)o1,9.5µM*,-96*,-0.7,9%,1%,0%,-14%,i,-1%
CC(C)NC(=O)C(C)N1CCN(S(=O)(=O)c2ccc3ccccc3c2)CC1 (configuration not stated),-20%,-6,-3.0,3%,10%,-15%,17%,-15%,7%
CCCCNCC(O)(c1ccc(Cl)cc1)c1ccc(Cl)cc1,-28%,6,-1.6,?,1%,?,-7%,-8%,7%
COc1ccc(-c2nn(-c3ccccc3)cc2/C=C2/SC(=S)N(CCC(=O)O)C2=O)cc1,21µM*,2,-2.9,6%,8%,37%[activator],?,-54%[inhibitor],26%
COc1cccc(NC(=O)CN2C(=O)NC(c3ccccc3)(c3ccccc3)C2=O)c1,-9%,2,-0.5,5%,10%,?,?,3%,4%
O=S(=O)(c1cccc(Cl)c1Cl)N1CCCCC1,-4%,/,0.5,8%,-11%,-40%,-1%,-23%[57.5 µM],5%
CC(=O)N1c2ccc(S(=O)(=O)N3CCC(C(=O)NCc4ccc(N(C)C)cc4)CC3)cc2CC1C (configuration not stated),-10%,-3,-1.9,-1%,4%,43%[activator],-20%,-12%,10%
COc1ccc(C(=O)Nc2nnc(-c3ccccc3)o2)cc1OC,-6%,-3,-0.1,-14%,-4%,-29%,-2%,i,2%
CCOc1cc(C(=O)N2CCC(CC3CC(c4cccc(Br)c4)=NO3)(C(=O)NCC3CCCCC3)CC2)cc(OCC)c1OCC (configuration not stated),-6%,2,-2.3,0%,8%,?,-28%,i,-16%
SMILES,PLK1 PBD block,PI5P4Ka inh,IL-2 act,GLP1R cytotox,GLP-1R agonist,GLP-1R inv ag,EPAC1 antagonist,PTHR1 agonist,EPAC1 ag
CC(=O)c1cccc(S(=O)(=O)NCC2CCCCC2)c1,-4%,1,-0.2,13%,1%,2%,5%,-30%,6%
NC1=C(c2ccc([N+](=O)[O-])cc2)C(=O)CO1,-1%,-2,-1.9,?,0%,-18%,4%,i,-1%
O=C(C[C@H]1C[C@H](C(=O)N2CCOCC2)[C@@]2(CCC3CCCC3)c3[nH]c4cc(-c5ccco5)ccc4c3CCN2C1=O)NCCN1CCOCC1,-3%,-6,-0.3,-24%,-2%,?,-3%,-21%,-7%
CN1c2ccccc2C(O)=C(C(=S)Nc2ccccc2)S1(=O)=O,-24%,-25,2.7,0%,-5%,-14%,10%,-19%[57.5 µM],-9%
CC(=O)Nc1ccccc1C(=O)C(=O)Nc1cccc(C(=O)NCC2CCCO2)c1 (configuration not stated),3%,3,-0.1,7%[0.307 µM],-11%,2%[0.307 µM],7%,i,2%
Cc1cc2cc(CNC(=O)c3ccc(S(=O)(=O)N4CCOCC4)cc3)ccc2n1C,-19%,0,1.0,0%,1%,7%,3%,-21%,-14%
COc1cc(/C=C2/C(=O)NN(c3cccc(Cl)c3)C2=O)cc(OC)c1O,20%,?,0.1,-11%,-1%,2.8µM*,?,-50%[inhibitor],-12%
COc1ccc(S(=O)(=O)N2CCCCC2)cc1NC(=O)Cc1cccc(C(F)(F)F)c1,3%,11,-2.4,-11%,-8%,-3%,-3%,-19%,-11%
COc1ccc2sc(-c3ccc(N(C)C)cc3)c(-c3ccc4cc[nH]c4c3)c2c1,4%,16,3.6,-6%,-4%,?,-21%,i,-18%
COc1ccccc1Cn1c(C)c(C(=O)NCc2ccc3c(c2)OCCO3)sc1=O,0%,-3,0.6,-3%,17%,5%,8%,-51%[inhibitor],1%
Nc1cnc(Br)cc1Br,-1%,-6,-0.5,-4%,8%,4%,8%,i,6%
COC(=O)c1c(C(=O)OC)c2c(-c3ccccc3)cc3cccc1n32,0%,16,-1.7,193%[activator],9%,8.9µM*,-2%,-31%[inhibitor],19%
CC1(C(=O)NS(=O)(=O)C2CC2)CCCN(C(=O)c2ccc3ccccc3c2)C1 (configuration not stated),-10%,-8,0.4,-7%,0%,12%,-8%,i,10%
COC(=O)c1nc(N)sc1C(C)C,-4%,-11,-0.5,-2%,2%,35%[activator],4%,i,-2%
Cc1cccc(N(C(=O)CNC(=O)c2ccco2)C(C(=O)NC2CCCCC2)c2cccnc2)c1 (configuration not stated),-5%,-7,2.5,-3%,2%,3%,1%,-33%[inhibitor],6%
O=C(/C=C/c1ccccc1)Nc1sc2c(c1C(=O)O)CCC2,-15%,?,-0.7,-17%,-1%,?,2%,-79%[inhibitor],-5%
COc1ccc(C)cc1NC(=O)CN1CCN(C/C=C/c2ccccc2)CC1,-3%,/,-0.5,-1%,16%,-3%,-5%,-4%,9%
CCCc1nc2cc(Cl)c([N+](=O)[O-])cc2o1,6%,5,-1.2,-8%,-3%,11%,-19%,-7%,2%
Cc1cc(Cl)ccc1OCC(=O)Nc1ccc(CN2CCOCC2)cc1,0%,8,-2.0,-21%,-2%,?,22%,-3%,-8%
CC(=O)Nc1cc(NC(C)=O)c(CC(C)C)s1,-25%,2,0.1,24%,4%,8%,-13%,i,-1%
Cn1cnc2c1c(=O)n(Cc1ccccc1C#N)c(=O)n2C,0%,-4,-4.7,7%,5%,8%,-13%,-21%,-10%
Cc1ccc(-n2nc(C)c3c(C)cc(=O)[nH]c32)cc1,1%,/,-0.9,1%,0%,0%,-20%,i,0%
O=C(COc1ccc(S(=O)(=O)N2CCOCC2)cc1)NC1CCCCC1,-11%,-2,-0.4,-21%,0%,-2%,1%,-24%,19%
c1ccc(C[C@H]2CN=C(Nc3ccccc3)N2CCCC2CCCC2)cc1,-21%,-13,-0.7,-24%,14%,?,11%,i,5%
COC(=O)CSCC(=O)Nc1cc2c(cc1C(C)=O)OCO2,-19%,-9,1.4,7%,12%,7%,10%,-3%[57.5 µM],3%

# For reference, part of the list above:
SMILES,PLK1 PBD block,PI5P4Ka inh,IL-2 act,GLP1R cytotox,GLP-1R agonist,GLP-1R inv ag,EPAC1 antagonist,PTHR1 agonist,EPAC1 ag
CC(=O)c1cccc(S(=O)(=O)NCC2CCCCC2)c1,-4%,1,-0.2,13%,1%,2%,5%,-30%,6%
NC1=C(c2ccc([N+](=O)[O-])cc2)C(=O)CO1,-1%,-2,-1.9,?,0%,-18%,4%,i,-1%

# The results go on.
SMILES,PLK1 PBD block,PI5P4Ka inh,IL-2 act,GLP1R cytotox,GLP-1R agonist,GLP-1R inv ag,EPAC1 antagonist,PTHR1 agonist,EPAC1 ag
COc1cc(/C=N/n2c(C)nc3ccccc3c2=O)ccc1O,2%,-2,-1.0,2%,-5%,58%[activator],16%,i,-5%
O=C(CN(C(=O)CNC(=O)c1cccs1)c1ccc2c(c1)OCCO2)NC1CCCC1,0%,/,-0.7,-19%,14%,5%,-4%,i,2%
O=S(=O)(CC(O)CS(=O)(=O)c1ccc(Cl)cc1)c1ccccc1 (configuration not stated),3%,-4,-0.2,5%,-4%,16%,-10%,i,-4%
COc1ccc(-n2c(=O)[nH]cc(C(=O)N3CCCc4ccccc43)c2=O)cc1,-2%,2,-2.5,-9%,-6%,2%,7%,-4%[57.5 µM],1%
O=C(c1ccc(Cl)cc1)N1CCN(c2ncccn2)CC1,-3%,0,-1.2,-4%,1%,24%,0%,-20%,9%
CN(Cc1cccs1)C(=O)COc1ccc(-c2nnco2)cc1,-4%,0,-0.4,-6%,-8%,23%,0%,-25%[57.5 µM],1%
COc1cc(S(=O)(=O)n2ccc(C)n2)c(C)cc1C,-8%,7,-2.3,24%,8%,-9%,-7%,-37%[inhibitor],9%

# Some of the compounds tested; count on the stated rates, not on these rows.
